Source: PubChem BioAssay (several laboratories)
Bcl-B TR3 displacers: displacers of TR3 peptide from Bcl-B, primary screen, selectivity assay for Bfl-1 inhibitor project, biochemical, fluorescence polarization; Bcl-2-like protein 10 (Homo sapiens); 0.11% of 96,000 active; displacement, % at 20 µM, or IC50 in µM where a hit was titrated; FP displacement of FITC-TR3 peptide from Bcl-B; higher % means a stronger effect;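 active = displacement above 50% at 20 µM plus a fluorescence interference ratio under 1.5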;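 also: plate controls were wells without compound for no effect and wells lacking Bcl-B protein for full effect; a part of the inactive calls stands beside numbers as strong as those of hits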
NFkB transloc inh: inhibitors of IL-1B driven NFkB p65 nuclear import, primary screen, imaging, HUVEC, IL-1B stimulus, high-content imaging. HUVEC IL-1B NFkB p65 nuclear translocation imaging. inhibition, % at 2 µM. 0.43% of 94,000 active;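 active = inhibition above about 30% together with a positive call from visual inspection of the well image, limit read from the data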;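 also: nuclear over cytoplasmic p65 intensity ratio measured by imaging; 0% = IL-1B stimulated DMSO wells and 100% = unstimulated DMSO wells; values of inactives mirror those of a sister screen read the other way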
MRP resist rev: reversal of MRP1-mediated doxorubicin resistance, primary screen, H69AR cells, doxorubicin co-treatment | differential viability (reversal), % at 10 µM | 0.04% of 85,000 active | H69AR cells + 2 uM doxorubicin, CellTiter-Glo, 72 h;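 active = viability drop by adding the cancer drug above about 55%, with treated viability meeting a 40% cutoff, limit read from the data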;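 also: viability without doxorubicin minus viability with 2 µM doxorubicin for each compound; larger differential means the compound sensitizes cells more to doxorubicin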
PLAP inhibition: PLAP enzyme inhibitors, biochemical, luminescence, HTS (AID 690) | Alkaline phosphatase, placental type (Homo sapiens) | purified PLAP, luminescent substrate; higher % means a stronger effect | one-dose inhibition, % at 20 µM; IC50 in µM for titrated hits | 0.08% of 96,000 active; in the data active = a potency from the dose series; inactive = the rest, 99 in 100 with inhibition below about 30%; also: strong numbers were not always called active
IL1B NFkB pot: enhancers of NFkB p65 translocation in HUVEC – imaging, IL-1B stimulus, high-content imaging, primary screen | 0.3% of 94,000 active | activation, % at 2 µM | HUVEC IL-1B NFkB p65 nuclear translocation imaging;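 active = activation above 40%, about the mean plus 3 SD, also judged a hit on visual image review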;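 also: percent activation is computed from the nuclear over cytoplasmic p65 intensity ratio; values of inactives mirror those of a sister screen read the other way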
MRP resist rev cytotoxicity: further read-out of MRP resist rev, marked with its call; viability, %; H69AR cells, CellTiter-Glo, 72 h; measured here: cytotoxicity without doxorubicin
MRP resist rev with doxorubicin: further read-out of MRP resist rev, marked with its call; viability, %; measured here: viability with 2 uM doxorubicin; stronger effect = lower value
NFkB transloc inh cell count 2 µM: also measured in NFkB transloc inh; calls as there; cell count; measured here: cells passing quality filter;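 raw number of nuclei counted in each imaged well without normalization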
IL1B NFkB pot cell count 2 µM: further read-out of IL1B NFkB pot, marked with its call; cell count; measured here: cells passing quality filter
Active calls of the source: *; x = not tested or not shown. Some of the compounds tested; count on the stated rates, not on these rows.

SMILES	Bcl-B TR3 displacers	NFkB transloc inh	NFkB transloc inh cell count 2 µM	MRP resist rev	MRP resist rev cytotoxicity	MRP resist rev with doxorubicin	PLAP inhibition	IL1B NFkB pot	IL1B NFkB pot cell count 2 µM
Cc1cccc(/C=C2\CS/C(=C\c3cccc(C)c3)C2=O)c1	-23.4%	54.3*	162*	-1.2	90.4	91.5	9.1%	-54.3	162
CCOC(=O)C1=C(C)Nc2nc3ccccc3n2C1c1ccccc1 (centres undefined)	-3.2%	-10.2	196	-8.6	11.1	19.7	-8.2%	10.2	196
CCn1c(-c2cc(Br)cc(OC)c2O)nc2cc(S(=O)(=O)N(C)C)ccc21	0.1%	17.8	83	-23.2	65.3	88.5	-73.1%	-17.8	83
CC(C)C(=O)NC(c1ccc([N+](=O)[O-])cc1)c1c(O)ccc2ccccc12 (centres undefined)	11.1%	-4.8	131	x	x	x	-16.6%	4.8	131
COCCCn1c(C)nnc1SCC(=O)NCc1ccco1	x	-3.3	138	-7.7	93.7	101.4	x	3.3	138
S=C(Nc1ccc(Oc2ccccc2)cc1)NC1CCCCC1	21.5%	12.4	125	x	x	x	-0.9%	-12.4	125
Cc1nn(-c2ccccc2)c(C)c1NC(=O)c1cccs1	-10.6%	6.9	171	4.7	98.0	93.3	-6.9%	-6.9	171
CCOC(=O)c1c(NC(=O)CN2CCN(c3ccc(Cl)cc3)CC2)sc(C)c1C	10.3%	-1.5	54	x	x	x	-7.2%	1.5	54
CC(C)(C)NS(=O)(=O)c1cccc2nsnc12	x	-3.7	113	18.1	95.6	77.5	x	3.7	113
CCOC(=O)Cn1c(=NC(=O)CSC(C)=O)sc2cc(OC)ccc21	2.4%	-4.5	184	10.6	89.5	78.9	-15.5%	4.5	184
CCc1ccc(N2CCN(C(=O)c3ccc(OC)c(OC)c3)CC2)cc1	-2.7%	x	x	10.9	87.3	76.3	-47.9%	x	x
Fc1ccccc1Cn1nnc(-c2ccc3c(c2)OCO3)n1	11.5%	-4.1	171	6.0	101.1	95.1	14.8%	4.1	171
O=C(O)CNC(=O)C1COc2ccccc2O1 (centres undefined)	-6.6%	6.3	150	-13.6	100.4	114.0	12.0%	-6.3	150
O=C(Nc1nnc(CC(=O)N2CCOCC2)s1)C1COc2ccccc2O1 (centres undefined)	11.3%	-34.0	147	8.9	88.9	79.9	8.9%	34.0	147
Cc1cc(C)cc(N2CC34C=CC(O3)C(C(=O)OCC(=O)NCc3ccco3)C4C2=O)c1 (centres undefined)	-3.4%	13.8	189	9.8	82.5	72.7	-10.8%	-13.8	189
Cc1cc(C(=O)CSc2nnc(-c3cccs3)o2)c(C)n1-c1ccccc1	-38.3%	x	x	9.6	90.4	80.8	-41.7%	x	x
CCOc1cc(NS(=O)(=O)c2ccc(Cl)cc2)c(OCC)cc1NC(=O)CC(C)C	-2.5%	-2.0	152	4.8	100.9	96.1	-0.5%	1.9	152
COC(=O)CSc1nnc(C)n1-c1cccc(OC)c1	-4.9%	10.0	159	8.3	96.3	88.0	7.1%	-10.0	159
Cc1cc(C)cc(NCc2cc3c(cc2[N+](=O)[O-])OCO3)c1	2.9%	-2.4	129	x	x	x	-14.1%	2.4	129
O=C(CSc1ccc(/C=N/NC(=O)c2cccc(F)c2)o1)Nc1ccccc1	-4.2%	-6.3	166	x	x	x	7.0%	6.3	166
O=C(Cc1cccs1)N1CCC(c2nc3c(nnn3Cc3ccccc3Cl)c(=O)[nH]2)CC1	1.5%	-12.8	104	48.3	71.4	23.1	-30.3%	12.8	104
COc1ccc(CNC(=S)Nc2cccc(C)c2)cc1	1.4%	-2.3	140	8.4	98.1	89.6	29.9%	2.3	140
Cc1cc2n(n1)SC(Nc1ccc(F)cc1)N2 (centres undefined)	x	6.5	132	-6.8	94.7	101.6	x	-6.5	132
CC(C)(C)C1(C)OC(C(N)=O)C(C(N)=O)O1 (centres undefined)	5.1%	x	x	-13.8	90.8	104.6	17.2%	x	x
COc1ccc(OC)c2[nH]c(=O)c(CCNC(=O)C(C)C)cc12	-0.6%	24.6	66	-5.8	97.8	103.6	2.1%	-24.6	66
O=C(CCc1nc2ccccc2[nH]1)Nc1ccc(F)cc1	-9.1%	-6.6	135	10.2	93.8	83.6	12.6%	6.6	135
CCOc1nc(NCCc2ccc(OC)c(OC)c2)nc(NC(C)(C)CO)n1	-8.4%	1.1	164	-18.5	48.1	66.5	-17.4%	-1.1	164
O=C(CSc1nnc(C2COc3ccccc3O2)o1)Nc1nccs1 (centres undefined)	0.2%	x	x	6.9	94.4	87.5	-17.2%	x	x
COc1ccc(C)cc1NC(=O)CSc1nnc(-c2ccccn2)n1Cc1ccco1	-4.7%	-0.7	147	-14.7	74.8	89.5	1.9%	0.7	147
CCc1nc2ccccc2n1Cc1ccc(OC)c(OC)c1	x	-21.7	133	13.2	89.0	75.8	x	21.7	133
O=C(CSCc1ccc(F)cc1)N1CCN(c2ccc(F)cc2)CC1	4.8%	-3.2	163	7.4	94.7	87.3	5.5%	3.2	163
Cc1cc(NC(=O)CSc2nc(C(C)C)nc3sc4c(c23)CCCC4)no1	-5.8%	-7.1	100	-20.8	5.6	26.4	16.3%	7.1	100
COc1cccc(NC(=O)N2CCN(c3cccc(C)c3C)CC2)c1	-25.9%	11.2	143	x	x	x	8.0%	-11.2	143
C/C(CC(=O)NCCCN1CCOCC1)=N\NC(=O)COc1ccc(Cl)cc1	-7.9%	-1.5	141	x	x	x	-20.5%	1.5	141
CCN1C(=O)C(Cc2nc3ccccc3c(=O)n2-c2ccccc2)c2ccccc21 (centres undefined)	7.7%	-0.4	183	x	x	x	-50.6%	0.4	183
Cc1ccccc1OCC(=O)NC(=S)Nc1ccc(Br)c(C)n1	11.2%	13.4	126	x	x	x	3.4%	-13.4	126
CCOC(=O)c1cc(NC(=O)N(CC)C2CCCCC2)c(C)nc1C	-5.4%	-5.5	181	-34.7	53.5	88.2	-50.5%	5.5	181
CC1Cn2c(nnc2-c2ccc(F)cc2)S1 (centres undefined)	-1.7%	x	x	9.6	92.4	82.8	-18.2%	x	x
Cc1occc1-c1nnc(SCC(=O)N2CCN(c3ccccc3)CC2)n1C	10.8%	-5.6	106	4.7	100.5	95.9	13.1%	5.6	106
O=S(=O)(c1ccc2c(c1)OCCO2)N(Cc1ccc(F)cc1)Cc1nnc(-c2cccs2)o1	-1.4%	5.3	163	-3.2	72.3	75.5	-13.6%	-5.3	163
Cc1ccc(NC(=O)C2CCN(S(=O)(=O)c3cnc[nH]3)CC2)nc1	-11.8%	x	x	-6.2	91.7	97.9	17.2%	x	x
O=C(Nc1ccc(Oc2ccc(NC(=O)c3ccco3)c(NC(=O)c3ccco3)c2)cc1)c1ccco1	-17.5%	-5.4	126	1.4	77.4	76.1	-28.1%	5.4	126
Cc1ccccc1C(=O)c1c[nH]c(C(=O)NCc2ccco2)c1	0.1%	-7.1	154	x	x	x	1.3%	7.1	154
CC/C(=N/Nc1ccccc1)c1cnnc(SC)n1	2.2%	15.0	140	x	x	x	8.2%	-15.0	140
Cn1c(NCCN2CCOCC2)nc2c1c(=O)n(Cc1cccc(Cl)c1)c(=O)n2C	-7.6%	8.5	125	-9.1	84.9	94.1	-51.6%	-8.5	125
CCN(Cc1ccccc1)C(=O)Cn1cnc2c1c(=O)n(C)c(=O)n2C	-10.1%	1.4	91	17.2	99.4	82.2	-14.5%	-1.4	91
Cc1cc(=O)n2nc(N3CCC(C(=O)NCCc4ccccc4)CC3)sc2n1	-7.0%	x	x	17.3	99.0	81.7	-52.3%	x	x
COc1cccc(NC(=O)CCP(C)(=O)O)c1	-1.3%	1.1	136	5.0	86.4	81.4	-0.9%	-1.1	136
O=S(=O)(c1ccccc1)n1ccc(-c2cnc(-c3ccccc3)s2)n1	0.2%	7.8	180	x	x	x	16.6%	-7.8	180
O=C1C2CC=CCC2C(=O)N1c1n[nH]c(CCc2ccccc2)n1 (centres undefined)	-4.2%	-10.3	153	-4.0	81.7	85.7	-20.2%	10.3	153
COC(=O)c1ccc(OCC(=O)c2ccc(O)cc2O)cc1	8.2%	x	x	14.8	95.1	80.3	3.9%	x	x
O=C(NC1CCCCC1)C1CCN(S(=O)(=O)N2CCCCCC2)CC1	13.3%	10.4	116	12.2	93.0	80.8	2.3%	-10.4	116
Cc1cc(C)n(C(=O)CCC2COc3ccccc3O2)n1 (centres undefined)	2.5%	-23.9	110	4.7	95.2	90.5	-8.6%	23.9	110
CCOCCn1c(C(C)O)nc2ccccc21 (centres undefined)	x	-2.2	97	-1.6	79.5	81.1	x	2.2	97
COc1cc(CNc2ccccc2Oc2cc(=O)n(C)c(=O)n2C)cc(OC)c1OC	-8.0%	-2.4	167	3.0	82.5	79.5	-53.8%	2.4	167
CC(C)Sc1nc2c(c(=O)n(C)c(=O)n2C)n1Cc1ccc(Cl)cc1	-6.1%	-20.6	159	x	x	x	-8.2%	20.6	159
Cc1c(C(=O)O)cnc2cc(-c3ccc(Cl)cc3)nn12	-4.8%	x	x	23.4	98.7	75.3	-2.0%	x	x
C=CCSC1=C(C#N)C(c2ccccc2)CC(=O)N1 (centres undefined)	-2.1%	-2.9	153	-45.3	52.5	97.8	-2.7%	2.9	153
Cc1c(/C(O)=C2\C(=O)C(=O)N(CCCN(C)C)C2c2ccccc2)cnn1-c1ccccc1 (centres undefined)	26.7%	x	x	-0.8	96.7	97.6	x	x	x
CCN(CC)C(=O)c1sc(NC(=O)C(Sc2ccccc2)c2ccccc2)c(C(=O)OC(C)C)c1C (centres undefined)	0.5%	-5.7	189	x	x	x	-63.5%	5.7	189

Given in markdown: part of the list above
| SMILES | Bcl-B TR3 displacers | NFkB transloc inh | NFkB transloc inh cell count 2 µM | MRP resist rev | MRP resist rev cytotoxicity | MRP resist rev with doxorubicin | PLAP inhibition | IL1B NFkB pot | IL1B NFkB pot cell count 2 µM |
| --- | --- | --- | --- | --- | --- | --- | --- | --- | --- |
| Cc1nn(-c2ccccc2)c(C)c1NC(=O)c1cccs1 | -10.6% | 6.9 | 171 | 4.7 | 98.0 | 93.3 | -6.9% | -6.9 | 171 |
| CCOC(=O)c1c(NC(=O)CN2CCN(c3ccc(Cl)cc3)CC2)sc(C)c1C | 10.3% | -1.5 | 54 | x | x | x | -7.2% | 1.5 | 54 |
| CC(C)(C)NS(=O)(=O)c1cccc2nsnc12 | x | -3.7 | 113 | 18.1 | 95.6 | 77.5 | x | 3.7 | 113 |
| CCOC(=O)Cn1c(=NC(=O)CSC(C)=O)sc2cc(OC)ccc21 | 2.4% | -4.5 | 184 | 10.6 | 89.5 | 78.9 | -15.5% | 4.5 | 184 |
| CCc1ccc(N2CCN(C(=O)c3ccc(OC)c(OC)c3)CC2)cc1 | -2.7% | x | x | 10.9 | 87.3 | 76.3 | -47.9% | x | x |
| Fc1ccccc1Cn1nnc(-c2ccc3c(c2)OCO3)n1 | 11.5% | -4.1 | 171 | 6.0 | 101.1 | 95.1 | 14.8% | 4.1 | 171 |
| O=C(O)CNC(=O)C1COc2ccccc2O1 (centres undefined) | -6.6% | 6.3 | 150 | -13.6 | 100.4 | 114.0 | 12.0% | -6.3 | 150 |

Additional entries follow:
SMILES	Bcl-B TR3 displacers	NFkB transloc inh	NFkB transloc inh cell count 2 µM	MRP resist rev	MRP resist rev cytotoxicity	MRP resist rev with doxorubicin	PLAP inhibition	IL1B NFkB pot	IL1B NFkB pot cell count 2 µM
CC1CCN(c2ccccc2N)CC1	-3.2%	3.8	115	-10.3	97.8	108.2	23.7%	-3.8	115
Cc1ccc(-c2csc3ncnc(Sc4nnc(CN5CCCCCC5=O)o4)c23)cc1	-18.4%	15.9	133	0.1	-0.2	-0.3	-25.6%	-15.9	133
Cc1nc(NC(=O)CSc2nnnn2C)sc1C	x	-11.6	126	-1.0	99.5	100.5	x	11.6	126
COc1ccc(CCCc2nnc(SCC(=O)Nc3ccc(C)c(C)c3)o2)cc1	-4.4%	10.2	186	4.1	91.6	87.6	12.7%	-10.2	186
CC(C)(C)c1ccc(S(=O)(=O)N2CCN(CCC#N)CC2)cc1	-1.2%	x	x	-8.5	84.4	92.9	-5.3%	x	x
CN(C)CCNC(=O)C(C(=O)c1ccc(F)cc1)n1ccccc1=O (centres undefined)	-4.2%	x	x	-16.5	83.9	100.4	6.1%	x	x
